PhoP inhibition: inhibitors of PhoP regulon expression, primary screen, Salmonella Typhimurium, GFP reporter (AID 1863). S. Typhimurium PhoP-regulated promoter GFP reporter, 4 h; higher % means a stronger effect. one-dose inhibition, % at 50 µM; IC50 in µM for titrated hits. hit rate 0.16% among 300,000;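 active = inhibition over 29.93%, a cutoff 3 SD above the screen mean, later confirmed by dose response; inconclusive = inhibition over 29.93% but no dose response follow-up; inactive = inhibition at most 29.93% or unconfirmed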;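 note: 0% = low Mg2+ inducing control and 100% = high Mg2+ repressing control; strong numbers were not always called active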
Dengue-2 NS5 capping: flavivirus cap methylation enzyme inhibition – biochemical, confirmation dose response, primary screen (AID 588689). Dengue-2 NS5 methyltransferase capping enzyme assay, biochemical; higher % means a stronger effect. one-dose inhibition, % at 25 µM; IC50 in µM for titrated hits. hit rate 0.3% among 340,000; in the data active = a potency from the dose series; inconclusive = inhibition above about 29% without an active follow-up result
West Nile virus CPE: inhibition of WNV-induced cytopathic effect – cell-based, CPE readout (AID 1621); West Nile virus-infected cells, CPE inhibition; higher % means a stronger effect; one-dose CPE inhibition, % at 10 µM; IC50 in µM for titrated hits; hit rate 0.02% among 290,000; in the data active = a potency from the dose series; inconclusive = CPE inhibition mostly from about 3.7% at the one dose, without a potency; inactive = the rest, 99 in 100 with CPE inhibition below about 2.2%; note: strong numbers were not always called active
NTR1 ag: agonists of NTR1, primary screen, imaging, U2OS cells, beta-arrestin-GFP, high content (AID 493036) | NTR1-U2OS beta-arrestin-GFP spot imaging, agonist mode | activation, % at 20 µM | hit rate 0.17% among 330,000 | P30989;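 active = activation at or above 40% of the spot to cytoplasm intensity ratio, with at least 20 cells analyzed; inconclusive = wells under 20 cells, flagged as cytotoxic or low count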;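 note: 0% = DMSO without peptide and 100% = 100 nM NTR1 peptide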
Target sequence (P30989 whole entry, looked up): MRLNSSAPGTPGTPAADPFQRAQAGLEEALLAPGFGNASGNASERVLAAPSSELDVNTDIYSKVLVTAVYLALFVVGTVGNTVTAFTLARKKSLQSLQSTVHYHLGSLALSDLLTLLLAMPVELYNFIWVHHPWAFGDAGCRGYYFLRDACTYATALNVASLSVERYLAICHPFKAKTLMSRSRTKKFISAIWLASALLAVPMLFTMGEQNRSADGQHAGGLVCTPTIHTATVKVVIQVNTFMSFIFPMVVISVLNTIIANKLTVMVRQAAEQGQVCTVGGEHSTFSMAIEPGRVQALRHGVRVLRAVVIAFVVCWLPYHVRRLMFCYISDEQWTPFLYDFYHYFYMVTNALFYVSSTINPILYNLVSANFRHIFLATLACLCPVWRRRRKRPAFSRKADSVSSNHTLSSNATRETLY
T cell HTS: T cell immune modulation candidate; 2C CD8+ T cell-vesicle binding, flow cytometry; active compounds read low; calls only at 7 µM; hit rate 0.068% among 330,000;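 active = response, share of CD8 T cells binding vesicles, and their 90th percentile fluorescence all below set limits, cut at about 80% in these data, passing the limit was not always enough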
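incubation = binding step 1.5 h, 37 °C, antibody labelling 20 min, ice | test system = 2C mouse CD8+ T cells | read-out basis = percent CD8+ FL2 mean versus row control | controls = Peptide-free naked vesicles (low) and QL9 vesicles with 0.7% DMSO vehicle (high) | detection = flow cytometry of vesicle-bound cells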
RSV antiviral HEp-2: RSV antiviral activity via CPE protection, HEp-2 cells, primary 10 µM value included (AID 2391); HEp-2 cells, RSV-induced CPE inhibition; higher % means a stronger effect; one-dose CPE inhibition, % at 10 µM; IC50 in µM for titrated hits; hit rate 0.13% among 310,000; in the data active = a potency from the dose series; inconclusive = CPE inhibition mostly from about 23% at the one dose, without a potency; inactive = the rest, 99 in 100 with CPE inhibition below about 21%; note: strong numbers were not always called active
Large T inhibition: TAg ATPase/helicase activity blockers – biochemical (AID 1903); SV40 large T antigen ATPase/helicase inhibition assay; higher % means a stronger effect; hit rate 0.39% among 310,000; one-dose inhibition, % at 20 µM; IC50 in µM for titrated hits; in the data active = a potency from the dose series; inconclusive = inhibition mostly from about 32% at the one dose, without a potency; inactive = the rest, 99 in 100 with inhibition below about 32%; note: strong numbers were not always called active
K1F lysis inhibition: inhibition of K1F phage lysis, E. coli UTI89, bacterial capsule biogenesis inhibitors, alamar blue (AID 488966) | inhibition, % at 100 µM; hits with a dose series show IC50 in µM | hit rate 0.02% among 340,000 | E. coli UTI89 K1F phage lysis, alamar blue, 2 h; higher % means a stronger effect;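 active = phage lysis inhibition, versus mean bacterial control, above a set limit; inconclusive = no clear call, values can overlap the other calls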;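 note: capsule biogenesis inhibitors block K1F phage lysis so surviving cells raise fluorescence; higher fluorescence means more inhibition of phage lysis; actives were called in the ten point dose series up to 300 µM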
Rac1 GTP hydrolysis: MgcRacGAP GTPase-activating activity inhibitors, confirmation, biochemical, ADP Hunter fluorescence; MgcRacGAP-stimulated Rac1 GTP hydrolysis, ADP Hunter fluorescence; higher % means a stronger effect; GST-tagged Rac1 F28L mutant substrate; inhibition, % at 30 µM, or IC50 in µM where a hit was titrated; hit rate 0.6% among 340,000; AID 624330;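 active = first-screen hits whose inhibition reached a set limit at any dose in the follow-up dose series; inconclusive = inhibition above the set first-screen limit but never retested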;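 note: fluorescence reports GDP produced by GAP-driven GTP hydrolysis; strong numbers were not always called active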
T cell HTS vesicle-bound %: further read-out of T cell HTS, marked with its call; double positive events, %; measured here: CD8+ vesicle-bound cell fraction;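 binding gate set so that unloaded-vesicle control wells show 10% double positive cells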
NTR1 ag cell count 20 µM: recorded beside NTR1 ag, whose call it bears; cell count; measured here: cell count, cytotoxicity flag
Dengue-2 NS5 capping pilot replicate: second read-out of Dengue-2 NS5 capping, no call of its own (marks repeat the call); inhibition, %; measured here: pilot screen replicate inhibition
* = called active by the depositor; i = inactive; ? = inconclusive; / = no result given; [ ] = another dose, or the depositor's remark. Not all compounds are listed; count on the stated rates, not on these rows.

SMILES | PhoP inhibition | Dengue-2 NS5 capping | West Nile virus CPE | NTR1 ag | NTR1 ag cell count 20 µM | T cell HTS | T cell HTS vesicle-bound % | RSV antiviral HEp-2 | Large T inhibition | K1F lysis inhibition | Rac1 GTP hydrolysis | others
O=C(Cn1cnc2sc3c(c2c1=O)CCCC3)NCCC(=O)N1CCC2(CC1)OCCO2 | 11% | -6% | 0.0% | 0.4 | 80 | i | 57 | 0.4% | 0% | 0.5% | 2%
COC(=O)C(O)(c1ccc(NC(=O)c2ccccc2)cc1)C(F)(F)F (stereo unspecified) | 0% | 1% | -0.6% | 0.6 | 43 | i | 24 | 2.4% | 18% | 0.1% | 12%
CCCCCn1c(=O)c(C(=O)NCc2ccccc2)c(O)c2ccccc21 | 6% | 2% | -1.9% | -1.4 | 47 | i | 58 | 9.3% | 4% | 0.5% | 6%
CN(CC1COc2ccccc2O1)c1nc(-c2cccnc2)nc2ccccc12 (stereo unspecified) | 11% | 3% | 2.6% | 19 | 71 | i | 25 | ? | 5% | -0.4% | -2%
CCOP(=O)(C#CC(C)(C)C)C1(O)CCCCC1 (stereo unspecified) | -4% | -3% | 0.0% | -0.6 | 55 | i | 39 | 0.5% | -2% | 0.4%[50 µM] | 11%
O=C1NC(=O)N(Cc2cccs2)C(=O)/C1=C/c1ccc(N2CCOCC2)cc1 | -5% | 36% | -0.1% | 2.7 | 61 | i | 56 | 2.2% | 29% | 0.3% | 19%
O=C1OCCC1NC1=NCCC1 (stereo unspecified) | -3% | -2% | 0.1% | -2.2 | 78 | i | 14 | 0.4% | 5% | 1.9% | 7%
CCCCCn1c(=O)c(C(=O)NCc2ccco2)c(O)c2ccccc21 | -6% | -10% | -1.2% | 4.8 | 59 | i | 41 | 4.2% | 25% | 1.7% | 5%
CC(C)N1CCN(Cc2cc3c(cc2Cl)OCO3)CC1CCO (stereo unspecified) | -2% | -4% | -0.5% | 1.8 | 49 | i | 4 | -2.7% | -9% | 0.9% | 11%
CCc1cc2c(N3CCN(C)CC3)ncnc2s1 | 6% | -9% | -0.2% | -6.1 | 92 | i | 26 | 0.2% | 12% | 1.3% | 14%
Cn1c(CN2CCN(C(=O)COc3ccccc3)CC2)nc2cc([N+](=O)[O-])ccc21 | 1% | -7% | -0.9% | -1.2 | 86 | i | 60 | 5.1% | 11% | 0.1% | -1%
CSc1ccccc1C(=O)C1CCCN(Cc2ccncc2)C1 (stereo unspecified) | 1% | 2% | -0.9% | 1.1 | 72 | i | 17 | 3.0% | 21% | 0.1% | 11%
CN1CCC2(CC1)CC(NC=O)c1ccccc1O2 (stereo unspecified) | 6% | 5% | 0.9% | -0.1 | 53 | i | 21 | -1.6% | 16% | -0.1% | 3%
OC(c1ccc(F)cc1)(c1ccc(F)cc1)[C@@H]1CCCN1 | -2% | 2% | 0.2% | -0.9 | 32 | i | 8 | / | 21% | 1.4% | 13%
CN(C)P(=NC(=S)c1cccn1C)(N(C)C)N(C)C | -5% | 5% | 0.1% | -0.2 | 50 | i | 44 | -0.7% | 7% | 1.6% | 12%
O=C1NC(=S)NC(=O)C1C/C=C/c1ccccc1 | 4% | 19% | 0.0% | -0.3 | 54 | i | 48 | 1.2% | 25% | 0.0% | 27%
COCCN1C(=O)NC(=O)/C(=C\c2ccc(Br)cc2)C1=O | 4% | -12% | -0.5% | 0.2 | 46 | i | 15 | 1.4% | 22% | -0.3% | 0%
CC1CCC2[C@@H](C)C(=O)OC3O[C@]4(C)CCC1C32OO4 (stereo partly specified) | / | 14% | / | -0.2 | 53 | i | 28 | 0.4% | 19% | -0.1% | 10%
CCc1ccccc1N1C(=O)CC(=O)NC1=O | 6% | -19% | / | -0.1 | 69 | i | 32 | 0.2% | 22% | 0.4% | -1%
COc1ccc2c(C)c(CC(=O)N3C[C@H]4C[C@@H](C3)c3cccc(=O)n3C4)c(=O)oc2c1C | / | -4% | -0.3% | 21 | 96 | i | 20 | 1.6% | / | 1.9% | 5%
CCOC(=O)c1[nH]ncc1CN1CCCC(C(=O)c2cccc(Cl)c2)C1 (stereo unspecified) | -8% | 3% | -0.3% | -0.6 | 59 | i | 26 | -0.6% | 12% | 0.1% | 8%
COc1ccc(CCn2c(O)c(/C=N/NC(=O)c3ccncc3)c(=O)[nH]c2=O)cc1OC | -9% | 3% | 0.5% | 1.3 | 53 | i | 48 | 2.9% | -2% | 1.8% | 8%
CC(=O)N1N=C2C3CCN(CC3)C2C1c1ccccc1 (stereo unspecified) | 22% | 0% | -0.1% | -0.8 | 49 | i | 24 | 9.7% | 1% | 2.0% | -1%
Cc1nc2c(c(=O)[nH]1)C(c1ccccc1Cl)c1c(c3ccccc3oc1=O)O2 (stereo unspecified) | -13% | / | 0.2% | 0.4 | 58 | i | 45 | / | 5% | / | /
CC[n+]1c(SC)ccc2cc(OC)ccc21 | -11% | -1% | -1.1% | 0.5 | 41 | i | 42 | 1.9% | 18% | 1.7% | 8%

Already shown: an excerpt of the list.
SMILES | PhoP inhibition | Dengue-2 NS5 capping | West Nile virus CPE | NTR1 ag | NTR1 ag cell count 20 µM | T cell HTS | T cell HTS vesicle-bound % | RSV antiviral HEp-2 | Large T inhibition | K1F lysis inhibition | Rac1 GTP hydrolysis | others
CC1CCC2[C@@H](C)C(=O)OC3O[C@]4(C)CCC1C32OO4 (stereo partly specified) | / | 14% | / | -0.2 | 53 | i | 28 | 0.4% | 19% | -0.1% | 10%
CCc1ccccc1N1C(=O)CC(=O)NC1=O | 6% | -19% | / | -0.1 | 69 | i | 32 | 0.2% | 22% | 0.4% | -1%

Back to the main list, repeating the three entries before the break.
SMILES | PhoP inhibition | Dengue-2 NS5 capping | West Nile virus CPE | NTR1 ag | NTR1 ag cell count 20 µM | T cell HTS | T cell HTS vesicle-bound % | RSV antiviral HEp-2 | Large T inhibition | K1F lysis inhibition | Rac1 GTP hydrolysis | others
CC(=O)N1N=C2C3CCN(CC3)C2C1c1ccccc1 (stereo unspecified) | 22% | 0% | -0.1% | -0.8 | 49 | i | 24 | 9.7% | 1% | 2.0% | -1%
Cc1nc2c(c(=O)[nH]1)C(c1ccccc1Cl)c1c(c3ccccc3oc1=O)O2 (stereo unspecified) | -13% | / | 0.2% | 0.4 | 58 | i | 45 | / | 5% | / | /
CC[n+]1c(SC)ccc2cc(OC)ccc21 | -11% | -1% | -1.1% | 0.5 | 41 | i | 42 | 1.9% | 18% | 1.7% | 8%
CCn1nc(-c2cccs2)nc2c(=O)n(C)c(=O)nc1-2 | 13% | 11% | / | / | / | / | / | / | / | -0.6% | -49%
CCCOC(=O)c1ccccc1C(=O)OCCC | / | -4% | / | -3.8 | 10 | i | 29 | 1.3% | / | -0.4% | 5%
COC(=O)C1=C(c2ccc(F)cc2F)C[C@@H]2CC[C@H]1N2C(=O)NC1CCCCC1 | / | -3% | / | -2.0 | 41 | i | 58 | -1.2% | / | 0.4% | 4%
CNc1cc(N2CCN(C)CC2)ccc1[N+](=O)[O-] | 0% | 0% | 0.4% | -1.8 | 66 | i | 52 | 1.1% | 8% | 0.4% | 12%
Cc1ccc(C)c(NP(=O)(Oc2ccccc2)Oc2ccccc2)c1 | 1% | -1% | -1.3% | 22 | 84 | i | 12 | 0.8% | -1% | 0.2% | 1%
C=CCn1c(O)c(C(=O)CCCCCC)c(=O)[nH]c1=O | -6% | -1% | 0.2% | -0.7 | 41 | i | 49 | -1.2% | 10% | -1.7% | -1%
O=c1c2ccc(Cl)cc2[nH]c(=S)n1-c1cccnc1 | 3% | 1% | 0.4% | -1.0 | 63 | i | 46 | 0.3% | 2% | -0.1% | 10%
CC(=O)O[C@@]12CO[C@@H]1C[C@@H](O)[C@@]1(C)C(=O)[C@H](O)C3=C(C)[C@@H](OC(=O)[C@H](O)[C@@H](NC(=O)c4ccccc4)c4ccccc4)C[C@@](O)([C@@H](OC(=O)c4ccccc4)C12)C3(C)C (stereo partly specified) | 3% | 1% | ? | 1.6 | 86 | i | 30 | / | 4% | 0.0% | 10%
O=C(O)CNC1c2ccccc2CSc2ccccc21 (stereo unspecified) | / | / | / | 0.1 | 42 | i | 39 | 0.6% | 17% | / | /
O=C(COc1ccccc1)N1CCN(CC2CC3C=CC2C3)CC1 (stereo unspecified) | 4% | -3% | -0.4% | -0.4 | 42 | i | 12 | -0.4% | -8% | 3.8% | 175µM*
COc1ccc(-c2nn(Cc3ccccc3)cc2C(=O)NC2CC2)cc1OC | / | -6% | / | 1.5 | 60 | i | 20 | 0.5% | / | 1.1%[50 µM] | 4%
OC1(c2ccccc2)CCNC2CCCCC21 (stereo unspecified) | -1% | -11% | -1.6% | -0.5 | 50 | i | 30 | -1.5% | 15% | -0.5% | 0%
Cc1ccc(CC2C(=O)N(C)C(=O)N(C)C2=O)s1 | -6% | 12% | -0.1% | 0.5 | 87 | i | 37 | 1.0% | / | 1.5% | 13% | Dengue-2 NS5 capping pilot replicate=7.8
CCN(CC)C(=O)c1ccc(N(Cc2ccccc2)S(C)(=O)=O)cc1 | -5% | -9% | -1.1% | -0.1 | 71 | i | 52 | 2.0% | 11% | -0.4% | 6%
CCN1CCc2ccccc2C1 | 2% | 0% | 0.3% | 1.2 | 62 | i | 51 | -1.8% | 1% | 0.5%[50 µM] | 7%
O=C(Cn1c(=O)n(CC2CS2)c2ccccc21)N1CCCCCC1 (stereo unspecified) | -2% | -1% | -0.3% | -0.5 | 58 | i | 38 | 1.3% | 1% | 0.5% | -5%
O=C(N/N=C/c1c(O)n(CCC2=CCCCC2)c(=S)[nH]c1=O)c1ccccc1 | -4% | -11% | -0.8% | 1.3 | 51 | i | 47 | 9.7% | 10% | 2.7% | 6%
CN1C(=O)CN=C(c2ccc(Cl)cc2)c2cc(Cl)ccc21 | -2% | -4% | 0.2% | 0.4 | 53 | i | 18 | -0.4% | 4% | 3.7% | 2%
